# Compound activity as filed in PubChem BioAssay.
# mcGAS MS inh: inhibitors of mouse cGAS; Q8C6L5; inhibition, % at 12.5 µM; hit rate 0.18% among 130,000; recombinant mouse cGAS, cGAMP by RapidFire MS; AID 1259397;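 active = inhibition of cGAS enzyme activity at or above 60%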;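 also: enzyme stimulated by 45 bp dsDNA with ATP and GTP substrates; cGAMP share of summed cGAMP plus half ATP and half GTP signals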
# Target sequence (Q8C6L5 whole entry, looked up): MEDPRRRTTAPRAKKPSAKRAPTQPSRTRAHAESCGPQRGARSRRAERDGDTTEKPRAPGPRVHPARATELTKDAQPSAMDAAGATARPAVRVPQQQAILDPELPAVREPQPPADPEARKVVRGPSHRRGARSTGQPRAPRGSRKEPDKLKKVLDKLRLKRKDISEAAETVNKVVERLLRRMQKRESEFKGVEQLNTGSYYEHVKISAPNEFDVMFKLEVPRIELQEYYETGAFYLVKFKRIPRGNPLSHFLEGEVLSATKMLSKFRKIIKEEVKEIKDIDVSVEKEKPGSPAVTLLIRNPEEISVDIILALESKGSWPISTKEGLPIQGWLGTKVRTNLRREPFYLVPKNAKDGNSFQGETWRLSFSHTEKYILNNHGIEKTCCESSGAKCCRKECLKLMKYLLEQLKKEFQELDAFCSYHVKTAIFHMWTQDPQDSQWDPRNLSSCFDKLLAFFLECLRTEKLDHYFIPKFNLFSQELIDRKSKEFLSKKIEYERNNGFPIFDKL
# * = called active by the depositor. The list is partial, so the mix of outcomes need not match the whole.
cpd	compound	mcGAS MS inh
1	CC(NC1CCS(=O)(=O)C1)c1ccc(C(C)(C)C)cc1 (stereo not drawn)	-23.4
2	O=C(Nc1ccc(F)cc1F)Nc1cc([N+](=O)[O-])ccc1F	-8.3
3	CNc1nc2c(c(=O)[nH]c(=O)n2C)n1CCCc1ccccc1	-6.2
4	CCOC(=O)N1CCN(C(c2ccc(Cl)cc2)c2c(O)cc(C)n(CCOC)c2=O)CC1 (stereo not drawn)	-7.1
5	CC(=O)OC1(c2ccccc2)OC(=O)C(=O)/C1=C(/C(=O)Nc1ccccc1)c1ccccc1 (stereo not drawn)	-11.7
6	Cc1nn(C)c(C)c1CCC(=O)NCc1cnc2ccccn12	-11.7
7	COC(=O)c1ccn(-c2ccccc2)n1	-6.7
8	O=C1/C(=C/c2ccccc2O)SC(=S)N1Cc1ccccc1	2.7
9	Fc1ccc(Nc2nc(N3CCOCC3)nc3[nH]ncc23)cc1	-3.0
10	CN1CCNC(=O)C12CCN(Cc1ccccc1OCc1ccccc1)CC2	-3.8
11	CCCCCCCCCC(=O)N1CC(c2ccccc2)CC1=O (stereo not drawn)	-7.8
12	CCNC(=S)NN=C(C)c1ccco1	-11.9
13	O=C(/C=C/c1ccco1)NCCN1CCn2cc(OCc3ccccc3)c(=O)cc2C1=O	-5.0
14	Cc1cc(C(=O)Nc2c(-c3ccc(F)cc3)ncn2C)c(C)s1	-3.2
15	CC#CCOC(=O)C1=CCCN(C)C1	-8.6
16	Cc1ccccc1OCCN(C)Cc1noc(CC(C)C)n1	-9.3
17	COc1cc(NS(=O)(=O)c2cc(Cl)cc(Cl)c2)c(C(=O)O)cc1OC	1.2
18	COC(=O)C1CCN(c2nc(C)cc(C)n2)CC1	-8.1
19	CCSc1nc(CC(=O)N2CCCCC2C(=O)O)cs1 (stereo not drawn)	-13.4
20	Cc1c[nH]c(CNC(=O)C(C)(C)NC(=O)c2cccs2)c(C)c1=O	-8.5
21	CCCCC1C(=O)NCCN1C(=O)CNC(=O)c1ccc(C(C)(C)C)cc1 (stereo not drawn)	-9.4
22	COc1ccc(-c2ccccc2CO)nn1	-14.2
23	Cc1cccc(-n2cc(CN(C)C(=O)C(=O)c3ccco3)cn2)c1	-22.3
24	Cc1sc2nc3c4ccccc4c(NCc4ccco4)nn3c(=O)c2c1C	-0.6
25	CCc1ccc(C(NC(=O)c2cnc(C)cn2)C(C)C)cc1 (stereo not drawn)	4.2
26	Cc1ccc(N2CC(C(=O)NNC(=O)COc3ccccc3C#N)CC2=O)cc1 (stereo not drawn)	-0.1
27	CC(CNC(=S)NC(=O)C1CC1)NC(=S)NC(=O)C1CC1 (stereo not drawn)	-6.2
28	Nc1c2c(-c3cccs3)nc(NCc3ccccn3)nc2nn1-c1ccc(F)cc1	-5.4
29	CC(C)(C)OC(=O)N1CCC(CNCC2CCN(CC(F)(F)F)C2)CC1 (stereo not drawn)	-4.6
30	Cc1cc(=O)[nH]c(NN=Cc2cc(Br)ccc2O)n1	-0.6
31	O=c1oc2c(CN3CCN(CCO)CC3)c(O)ccc2cc1-c1nc2ccccc2s1	-6.3
32	Cc1nc(-c2ccccc2)ccc1C(=O)NC(C)C(C)n1cncn1 (stereo not drawn)	-6.2
33	COc1cc(OC)c(C2c3cccn3CCCN2Cc2cccc(C(F)(F)F)c2)cc1OC (stereo not drawn)	-3.3
34	CC(C(N)=O)S(=O)(=O)Cc1sccc1Br (stereo not drawn)	-6.8
35	COCCCN(C(=O)c1ccc(NC(C)=O)s1)c1c(N)n(Cc2ccccc2)c(=O)[nH]c1=O	-4.9
36	COCCCn1c(SCC(=O)NC(c2ccccc2)c2ccccc2)nc2ccccc2c1=O	10.7
37	CN(Cc1cccnc1)Cc1nc(Cc2ccccc2F)no1	-7.3
38	CCc1noc(Cn2c(-c3cnccn3)noc2=O)n1	-5.3
39	Cc1ccc(C(O)(C(=O)N(C)N(C)C)c2ccc(C)cc2)cc1	1.0
40	Cc1cnc2n(c1=O)C(CC(=O)Nc1ccon1)CS2 (stereo not drawn)	-5.4
41	C[C@@]1(O)CCN(C(=O)c2[nH]ncc2Cl)C[C@@H]1Cc1ccccc1	-14.3
42	CC(NC(=O)c1ccc[nH]1)c1nc(-c2ccncc2)cs1 (stereo not drawn)	-3.9
43	CCCCC1=NN2C(=N)/C(=C/c3cccc(OS(C)(=O)=O)c3)C(=O)N=C2S1	-0.9
44	CC(C)CC(NC(=O)c1cnc(Cl)cn1)c1ccccc1 (stereo not drawn)	-14.1
45	CN(C)c1nc2c(c(N3CCCC(c4ncc[nH]4)C3)n1)CCCC2 (stereo not drawn)	4.5
46	COc1cncc(N2CC3ON=C(c4ccccc4C)C3C2)c1 (stereo not drawn)	-2.9
47	c1csc(-c2nc(CN3CCCC3C3CCCCC3)co2)c1 (stereo not drawn)	-3.9
48	CC(C)C(=O)Nc1ccc(CNC(=O)C(C)OCc2ccccc2)cc1 (stereo not drawn)	-14.1
49	CC(C)c1cc(=O)[nH]c(-n2nc(-c3cccs3)cc2NC(=O)c2cccs2)n1	-1.7
50	O=c1c2cnc3nc(-c4ccncc4)nn3c2ccn1Cc1cccnc1	1.6
51	Clc1ccc(-c2c[n+]3c(n2-c2ccccc2)CCCCC3)cc1	46.1
52	CCc1noc(CN(CC)C(=O)c2ccnc(NC)c2)n1	-49.1
53	Fc1ccc(SCSc2ccccc2)cc1	-12.1
54	COc1ccc(C2c3c([nH]c(=O)c4ccccc34)N=C3C=CC=CN32)cc1 (stereo not drawn)	-5.6
55	CCc1oc2ccccc2c1CN1CCN2C(=O)CNC(=O)C2C1 (stereo not drawn)	-1.0
56	CC(=O)C1=NN(c2ccc(Cl)cc2)C(c2ccc3c(c2)OCO3)N1C(C)(C)C (stereo not drawn)	-1.0
57	Cc1csc(Cc2nc(-c3ccc(Br)cc3)cs2)n1	-5.9
58	CCC(C)C(=O)Nc1ccc(Cl)c2cccnc12 (stereo not drawn)	-7.9
59	CN(CC(=O)NC1CCCCC1)S(=O)(=O)c1ccc(F)cc1	-3.8
60	O=S(=O)(Nc1ccc2c(c1)OCCCO2)c1ccc2c(c1)CCC2	-5.9

# Next structures follow:
cpd	compound	mcGAS MS inh
61	Cc1ccc(-n2c(SCC(=O)NC3CC3)nc3ccccc3c2=O)nc1	-2.5
62	CN1C(=O)C2C(C1=O)N1C(c3cccs3)C3C(=O)N(C)C(=O)C3N1C2c1cccs1 (stereo not drawn)	-6.3
63	COc1cc(F)c(NC(=O)N2CCC(O)CC2)cc1F	-4.8
64	CN(C(=O)Nc1ccc(Cl)cc1-n1cccc1)C1CCOCC1	-8.4
65	CCOC(=O)C1(CCc2ccccc2)CCCN(C(=O)CCN2CCCCO2)C1 (stereo not drawn)	-2.6
66	CC(C)CN1CCN(CC(C)C)C(C(=O)N(C)C)C1 (stereo not drawn)	-0.8
67	CCC(C(=O)NC)n1cnc(-c2ccccc2)c1-c1cnn2cccnc12 (stereo not drawn)	-6.9
68	CCc1nc([C@H]2CN(C)C[C@@H]2C(=O)N2CCOc3ccccc3C2)c(C)[nH]1	11.8
69	CCOCC(=O)Nc1cc(-n2c(C)nc3ccccc3c2=O)ccc1Cl	-17.1
70	O=C(NCC1CC1)C1CC(=O)N(c2cccc3ccccc23)C1 (stereo not drawn)	-6.7
71	CCCCCOc1ccc(C(=O)N2CCN(c3c(Cl)cncc3Cl)CC2)cc1OCCCCC	9.5
72	CNC(=O)CN(CCC#N)CC(C)(C)C	-5.9
73	c1cc(C2CCCC2)nc(N2C[C@@H]3[C@H](C2)[C@H]2CC[C@@H]3O2)n1	-34.3
74	COc1ccc(OC)c(C=CC(=O)Nc2nc(C)cs2)c1	-8.0
75	C[C@H](NC(=O)CCC(=O)N1CCc2c([nH]c3ccccc23)C1)[C@H](O)c1ccccc1	-0.3
76	Cc1[nH]c(=S)sc1CC(=O)NC1CCCCC1C (stereo not drawn)	1.5
77	O=C(CSc1nc2[nH]ncc2c(=O)n1-c1cccc2ccccc12)NC1CCCCC1	-5.5
78	O=C(Cn1cc(-c2ccccc2)c(N2CCOCC2)n1)Nc1ccc(Cl)cc1	-4.0
79	CS(=O)(=O)C1(S(C)(=O)=O)CCCCC1	-1.0
80	COc1cccc(N2CCN(C(=O)C3CC4(CCNCC4)CN3)CC2=O)c1 (stereo not drawn)	-24.0
81	CCn1ccc2ccc(CN3CC(c4ccncc4)C3)cc21	-14.1
82	Cc1cccc(Cn2c(NCCCn3ccnc3)nc3c2c(=O)[nH]c(=O)n3C)c1	-2.3
83	CCN1CCN(c2nc3c(c(=O)[nH]c(=O)n3C)n2CCc2ccccc2)CC1	-1.0
84	CSc1ccc(C(=O)CCC(=O)N2CCC3(CC2)CC(=O)c2ccccc2O3)cc1	-5.6
85	Cc1cc(C(=O)Nc2cc(Cl)ccc2CS(C)(=O)=O)on1	-11.2
86	CC(C)c1ccc(C(=O)N(Cc2ccco2)C(C)C(C)C)c(=O)n1C (stereo not drawn)	-19.4
87	COc1cc(C)ccc1OCC(=O)N1CCC(=O)Nc2ccccc21	-4.5
88	C/C=C/CN1CCC=C(CN2CCC(NC(=O)COC)CC2)C1	-6.1
89	CNC(=O)c1cccc(-c2cc(NCc3cccnc3)nc3[nH]ccc23)c1	-7.6
90	O=S(=O)(NCCc1ccccn1)C1=Cc2ccccc2CC1	-12.9
91	Cc1nnc(NC(=O)c2ccc(C3SCCS3)cc2)s1	4.9
92	COc1ccc(CC2CCN(C(=O)CCNc3ncccn3)CC2)cc1	-5.5
93	Cc1ccc(NC(=O)C(=O)N2CCOCC2)cc1Cl	-7.6
94	COC(=O)CCn1c(=O)c2c(nc3n(-c4ccccc4)c(C)c(C)n23)n(C)c1=O	-6.2
95	CCOc1ccc2nc(S(=O)(=O)NC(=O)C3(C)CCN3C(=O)c3cc(C)n(C)n3)sc2c1 (stereo not drawn)	-10.6
96	CC(C)NCc1cc(-c2ccccc2)n[nH]1	-9.6

# Exported with each value named: four of the compounds above.
92. COc1ccc(CC2CCN(C(=O)CCNc3ncccn3)CC2)cc1
  mcGAS MS inh: -5.5
93. Cc1ccc(NC(=O)C(=O)N2CCOCC2)cc1Cl
  mcGAS MS inh: -7.6
94. COC(=O)CCn1c(=O)c2c(nc3n(-c4ccccc4)c(C)c(C)n23)n(C)c1=O
  mcGAS MS inh: -6.2
95. CCOc1ccc2nc(S(=O)(=O)NC(=O)C3(C)CCN3C(=O)c3cc(C)n(C)n3)sc2c1 (stereo not drawn)
  mcGAS MS inh: -10.6

# (listing goes on)
cpd	compound	mcGAS MS inh
97	O=C(c1ccc(CO)cc1)N1CC(c2ccncc2)C1	-12.5
98	CN(Cc1nc(-c2cccnc2)no1)C(=O)c1nc2ccccc2s1	-17.9
99	COc1ccccc1-n1c(CNC(=O)COc2ccccc2)nnc1SCC(=O)Nc1cc(C)ccc1C	-2.5
100	O=C(CN1CCCC1)N1N=C(c2cccs2)CC1c1ccco1 (stereo not drawn)	-35.7
101	FC(F)(F)c1csc(CCNc2ccccn2)n1	-11.5
102	COc1cc(C(=O)N2CCC2(C)C(=O)O)cc(OC)c1OC (stereo not drawn)	4.7
103	O=C(COc1ccc([N+](=O)[O-])cc1)NCC1CCCCC1	-10.1
104	CCCCCCCCCCSc1nc2c(c(=O)[nH]c(=O)n2C)n1CCOC	-8.6
105	Cc1cc(Cl)c(C)c(S(=O)(=O)Nc2ccc(NC(=O)C3CCCO3)cc2)c1Cl (stereo not drawn)	-11.0
106	CN(Cc1ccccc1)C1CCCN(C(=O)CCn2cnnn2)C1 (stereo not drawn)	2.3
107	C=CCN(CC#Cc1ccccc1)C(=O)CNC	-6.6
108	CCCCNC(=O)C1(C)CCN1Cc1ccc(OC)c2ccccc12 (stereo not drawn)	-5.6
109	CC(C)c1ccc(-c2nc(C(=O)n3ncc(C#N)c3N)cs2)cc1	6.6
110	Cc1cccc(CN(C(=O)c2csc(C)n2)C(C)C)c1	12.7
111	COc1cc(-c2nc(C=Nc3cc(Cl)ccc3C)c(O)o2)cc(OC)c1OC	-10.6
112	CN=c1scc(-c2ccc3c(c2)OCCO3)n1N=Cc1c[nH]c2ccccc12	-10.1
113	CC(C)n1c(COc2ccccc2)n[nH]c1=S	5.1
114	COc1cc(OC)cc(C(=O)Nc2cc(C(N)=O)ccc2N2CCCC2)c1	-2.0
115	CCc1ccc(NC2CC(=O)N(CCCOC)C2=O)cc1 (stereo not drawn)	-6.2
116	CCN(CC(=O)Nc1ccc(NC(C)=O)cc1)C(=O)C1=COCCO1	-7.8
117	COc1ccc(N2CCN(C(=O)CC3CSc4nc5c(c(=O)n43)CCCC5)CC2)cc1 (stereo not drawn)	-4.5
118	Cc1noc(C)c1C1CCCN1C(=O)c1coc2c1C(=O)CCC2 (stereo not drawn)	7.3
119	O[C@@H]1CN(Cc2ccc3c(c2)OCCO3)CC[C@H]1N1CCN(c2ccccn2)CC1	-1.1
120	CC(C)C(NC(=O)c1ccc(F)cc1)C(=O)Nc1ccc(Cn2ccccc2=O)cc1 (stereo not drawn)	7.7
121	COc1ccc(NC(=O)c2cc(-c3cc(C)sc3C)nc3c2cnn3C(C)C)cc1OC	-2.8
122	Cc1nnc(CN(C)Cc2cn(Cc3ccccc3)nc2-c2cc3ccccc3o2)o1	-10.9
123	CN(CC(=O)NCc1ccc(Br)cc1F)C1CC1	-5.1
124	Cc1cccc(C(=O)N(C)CCCN2c3ccccc3CCc3ccccc32)c1	12.6
125	CN1CC2(CCCN(C(=O)c3cnc4cccnn34)C2)OC1=O (stereo not drawn)	6.7
126	CCc1ccc(CN2CCC3(CCC(=O)N(C)CC3)CC2)nc1	-2.8
127	OCCNc1ncnc2ccc(-c3cccc4c3CCNC4)cc12	-4.3
128	CC1SC(=NC(=O)c2ccco2)NC1=O (stereo not drawn)	2.7
129	COc1ccc(N2C3=[N+](CC2(O)c2ccc(OC)cc2)c2ccccc2CC3)cc1 (stereo not drawn)	-6.7
130	Cc1nc(COc2ccc(Oc3nccs3)cc2)oc1C	-3.7
131	C=CCNC(=O)C1CCC(c2ccc(F)c(C)c2)N(C(=O)C2CC2)C1 (stereo not drawn)	-9.2
132	O=C(O)CCc1ncc(-c2ccc(Cl)cc2)o1	13.7
133	Cc1ccccc1N1CCN(c2ncccc2CNC(=O)c2cscn2)CC1	-3.4
134	O=c1ccnc2sc(NC3CCCCC3c3ccc(C(F)(F)F)cc3)nn12 (stereo not drawn)	-5.8
